# FXIa inh 1536: blocks human coagulation factor XIa protease activity | P03951 | purified FXIa, Boc-Glu-Ala-Arg-AMC fluorogenic substrate | inhibition, % at 5 µM | 0.14% of 220,000 active;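 active = inhibition of at least 40%; inactive = inhibition below 40%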;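 note: fluorescence of freed AMC excited at 355 nm; 0% = enzyme without compound and 100% = no enzyme blank; many of its hits are not listed in these tables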
# p97 ATPase inh: blocks human p97 ATPase activity. 0.42% of 220,000 active. recombinant p97 ATPase, Kinase-Glo ATP luminescence, 3 h. P55072. inhibition, % at 8 µM. AID 1481; in the data active = inhibition above about 15%;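 note: 0% = DMSO vehicle and 100% = wells lacking enzyme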
# Furin inh: human furin inhibition; P09958; inhibition, % at 30 µM; 0.061% of 220,000 active; purified furin, fluorogenic substrate cleavage; AID 463115; in the data active = inhibition above about 25%; note: inactives centre near -15
# Thrombin inh: blocks human thrombin protease activity. inhibition, % at 5 µM. 0.26% of 220,000 active. alpha-thrombin, Boc-VPR-AMC fluorogenic substrate cleavage;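 active = inhibition at or above 40%; inactive = inhibition below 40%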;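 note: 0% = enzyme with no compound and 100% = wells without enzyme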
#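 System: human alpha-thrombin protein; Compound dosing: one concentration per compound, 5 µM, with 0.2% DMSO; Timing: reaction at room temperature; Technique: AMC fluorescence, 355/460 nm; Controls: enzyme without compound as high, wells lacking enzyme as low.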
# PERK inh: human PERK inhibition, primary cell-based screen. Q9NZJ5. CHO PERK-DD fusion, SEAP luminescence translation reporter. inhibition, % at 5.6 µM. 0.17% of 220,000 active;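 active = inhibition above the mean inhibition of all tested compounds plus 3 SD, set separately per screening campaign, cut at about 2.9% in these data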;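 note: PERK kinase domain activated by AP20187 dimerizer at 100 nM; 0% = DMSO with dimerizer and 100% = rapamycin at 8.4 µM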
# Target sequence (Q9NZJ5 whole entry, looked up, the tested form may be a part): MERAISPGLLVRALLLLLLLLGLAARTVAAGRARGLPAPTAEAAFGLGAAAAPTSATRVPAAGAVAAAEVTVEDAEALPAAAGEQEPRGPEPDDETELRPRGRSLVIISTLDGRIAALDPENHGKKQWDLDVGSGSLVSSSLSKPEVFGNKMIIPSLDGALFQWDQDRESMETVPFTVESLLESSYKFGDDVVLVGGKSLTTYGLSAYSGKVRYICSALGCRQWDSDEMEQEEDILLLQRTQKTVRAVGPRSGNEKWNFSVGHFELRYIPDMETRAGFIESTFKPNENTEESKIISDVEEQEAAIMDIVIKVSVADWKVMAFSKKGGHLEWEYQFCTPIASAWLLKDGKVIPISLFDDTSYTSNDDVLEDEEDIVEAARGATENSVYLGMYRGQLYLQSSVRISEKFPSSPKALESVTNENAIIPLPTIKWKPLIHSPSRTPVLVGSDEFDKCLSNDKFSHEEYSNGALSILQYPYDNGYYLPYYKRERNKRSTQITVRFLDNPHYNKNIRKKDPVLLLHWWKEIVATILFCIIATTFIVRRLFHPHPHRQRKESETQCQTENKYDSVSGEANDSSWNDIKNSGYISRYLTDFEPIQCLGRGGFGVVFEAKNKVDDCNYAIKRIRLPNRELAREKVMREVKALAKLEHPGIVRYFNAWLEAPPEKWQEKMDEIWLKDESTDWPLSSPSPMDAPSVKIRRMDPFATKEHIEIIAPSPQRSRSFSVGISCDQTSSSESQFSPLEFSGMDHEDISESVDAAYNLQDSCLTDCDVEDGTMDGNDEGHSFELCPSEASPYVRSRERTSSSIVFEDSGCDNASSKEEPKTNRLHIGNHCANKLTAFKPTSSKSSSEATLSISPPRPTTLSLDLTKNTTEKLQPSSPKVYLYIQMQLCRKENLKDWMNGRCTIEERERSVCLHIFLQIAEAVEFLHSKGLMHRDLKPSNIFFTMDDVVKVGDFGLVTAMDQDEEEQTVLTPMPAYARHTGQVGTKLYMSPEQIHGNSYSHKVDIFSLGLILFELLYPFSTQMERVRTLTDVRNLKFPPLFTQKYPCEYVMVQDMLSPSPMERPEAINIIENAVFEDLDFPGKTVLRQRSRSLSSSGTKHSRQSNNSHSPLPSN
# FXIIa inh: inhibitors of human coagulation factor XIIa; P00748; purified FXIIa, Boc-QGR-AMC fluorogenic substrate, 2 h; inhibition, % at 5 µM; 0.3% of 220,000 active; AID 800; in the data active = inhibition above about 40%;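 note: 0% = enzyme with no compound and 100% = blank without enzyme; many of its hits are not listed in these tables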
# hK5 inh: kallikrein 5 (human) inhibition; Q9Y337; recombinant hK5, fluorogenic AMC substrate cleavage; inhibition, % at 5 µM; 0.59% of 210,000 active; AID 873;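 active = inhibition of 40% or more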;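 note: 0% = enzyme controls without compound and 100% = no-enzyme blanks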
# Wee1 degr inh: human Wee1 degradation inhibition, primary screen; HeLa Luc-Wee1K328M stability, luciferase luminescence; 100% = proteasome inhibitor MG132 effect; reporter increase, % at 5 µM; 1.2% of 220,000 active;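 active = activation above the mean of all tested compounds plus 3 SD, set per screening run, cut at about 8.8% in these data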;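 note: cells exposed to compound for 20 h before luminescence read; 0% = DMSO alone and 100% = MG132 at 30 µM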
# KCC2 mod: modulators of human KCC2 chloride dependent transport. Q9H2X9. B-score of Tl+ flux slope (higher = more flux/activation; lower = inhibition) at 10 µM. 2.2% of 190,000 active. KCC2 cells, thallium flux FluoZin-2 fluorescence;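 active = thallium flux slope and its plate-corrected score both differing from the plate sample mean at a set confidence after two filtering rounds, in either direction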;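 note: slope of fluorescence scaled to starting intensity during 10 to 20 s after thallium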
# Numbers without * were called inactive; nt = no result given; [ ] = dose if it differs, or a comment.
# Under each structure: FXIa inh 1536, p97 ATPase inh, Furin inh, Thrombin inh, PERK inh, FXIIa inh, hK5 inh, Wee1 degr inh, KCC2 mod
1	O=c1c2ccccc2nc(COc2ccccc2)n1/N=C/c1ccc(O)c(O)c1
    1, 5, -24, -4, -1.6, 6, 8, -1, -0.9
2	COc1ccc(CNC(=O)C(C)N2C(=O)COc3ccc(C)cc32)c(OC)c1 (stereo not drawn)
    1, -1, -17, 5, 0.7, 16, 0, 0, -0.96
3	Cc1[nH]c2ccccc2c1C(=O)CSC(=S)N1CCCCC1
    5, 3, -20, 2, -0.1, 9, -18, 0, -0.11
4	CC(=O)OCC#CCSc1nc2ccccc2n1C
    -4, -2, -13, -5, 0.6, 3, -11, 2, 0.11
5	Cc1ccc(S(=O)(=O)NCC(=O)OCC(=O)NC(=O)c2cccn2C)cc1
    -6, 4, -12[20 µM], -2, 0.3, 3, 5, 4, nt
6	O=C(CSc1ccc2nnc(-c3cccnc3)n2n1)N1CCOCC1
    4, 2, -20, -2, 2.1, 8, 2, 2, 0.15
7	Cc1ccc(-n2c(N)c(C(=O)N3CCOCC3)sc2=S)c(C)c1
    -3, 0, -4, -4, 1.1, -5, -1, -1, nt
8	O=C1NC2(NN1c1ccccc1)C1CC3CC(C1)CC2C3 (stereo not drawn)
    19, 3, -9[20 µM], 0, 1.5, 28, -19, -2, 1.1
9	COc1ccc(CC(=S)N2CCOCC2)cc1F
    -7, -5, -7, -2, 0.0, 1, -16, -2, 0.19
10	NC(=O)c1cnn(C2CCS(=O)(=O)C2)c1 (stereo not drawn)
    -4, 1, -19, 0, 1.5, 2, 1, 3, 0.53

# As entered above.
# Cc1ccc(S(=O)(=O)NCC(=O)OCC(=O)NC(=O)c2cccn2C)cc1 – p97 ATPase inh: 4
# O=c1c2ccccc2nc(COc2ccccc2)n1/N=C/c1ccc(O)c(O)c1 – hK5 inh: 8

# (list continues)
# Under each structure: FXIa inh 1536, p97 ATPase inh, Furin inh, Thrombin inh, PERK inh, FXIIa inh, hK5 inh, Wee1 degr inh, KCC2 mod
11	CSc1nc2c(c(=O)n1C)SC(C)C2 (stereo not drawn)
    7, 2, -3, 1, 0.8, 14, -5, -1, -1.2
12	COc1ccc(C2C(C(=O)Nc3cc(OC)c(OC)c(OC)c3)c3ccccc3C(=O)N2C)cc1 (stereo not drawn)
    -1, 8, -23, -9, 0.2, 3, -4, 8, nt
13	Nc1nn(-c2ccccc2)nc1C(=O)OCc1ccccc1F
    -6, 2, -52, -10, 0.7, 3, -5, 3, -2
14	O=C(c1cc(-c2ccccc2)nc2ccccc12)N1N=C(C(F)F)CC1(O)C(F)F (stereo not drawn)
    5, 0, 6[20 µM], 8, -0.9, 17, -6, -2, -0.81
15	CCC(CC)C(=O)Nc1ccc([N+](=O)[O-])cn1
    -3, 0, -16, 1, 0.1, 3, -33, -1, 1.1
16	CO/N=C\CC(=O)Nc1ccc(Cl)cc1Cl
    0, 0, -19, -3, 1.7, 11, 0, 5, -1.7
17	CCN(CC)S(=O)(=O)c1ccc(NC(=O)c2nc3nc(C)cc(C)n3n2)cc1
    3, 1, -33, 3, 1.8, 12, 8, -1, 1.3
18	CCC(=NCc1ccco1)c1c(C(F)(F)F)[nH]n(-c2nc3ccccc3s2)c1=O
    5, 0, -14[20 µM], -18, -0.4, -5, 8, 0, nt
19	COc1cc(Cl)cc(C(=O)O)c1OCC(=O)O
    2, 3, -18, 1, 1.3, 6, -1, 0, -0.82
20	Cc1ccn2cc(-c3cccc(NS(C)(=O)=O)c3)nc2c1
    -7, 6, -18, -3, 0.4, 5, 0, 0, 1.9
21	C(=N\n1cnnc1)/c1ccccn1
    2, -3, -20, 4, 1.6, 12, -5, -1, nt
22	CCOC(=O)CSc1nc2cc(C(=O)NCc3ccco3)ccc2c(=O)n1C1CCCCC1
    -7, -1, -10[20 µM], -7, 0.8, 4, 0, -4, 0.04
23	CCOC(=O)Cn1c(=O)c2c(nc(Br)n2Cc2ccccc2Cl)n(C)c1=O
    3, -5, -12[20 µM], 0, -0.2, 10, -6, -2, 0.0029
24	O=C(COC(=O)C1CC(O)CN1C(=O)Oc1ccccc1)c1ccc(Br)cc1 (stereo not drawn)
    0, -1, -27, 0, 0.5, 5, -5, -2, 0.66
25	OCCN1CCN(CCOc2cccc(Cl)c2)CC1
    -4, 2, -15[20 µM], 1, 1.7, 11, 2, 0, nt
26	Cc1ccccc1NC(=O)CSc1nn2c(=O)c(C)nnc2s1
    2, 2, -21, -4, 0.3, 1, 3, 5, 0.5
27	CCN(CC)S(=O)(=O)c1ccc2c(c1)nc(SCC(N)=O)n2-c1ccc(OC)cc1
    4, 2, -2[20 µM], 3, -1.7, 17, 0, 0, -0.51
28	Cc1cc(NC(=O)CN2CCCCC2)no1
    -1, 8, -19, nt, -0.3, 1, -7, -1, 0.25
29	CC(C(=O)Nc1ccccc1-c1ccccc1)N(C)Cc1nc2ccccc2c(=O)[nH]1 (stereo not drawn)
    -12, 14, -20, -3, -0.5, 2, -11, 1, 0.23
30	Cc1ccc(N=N/C(=C\O)C(=O)c2ccc(Cl)cc2)cc1
    -3, -1, -12, 20, 0.5, 2, -2, 0, 2
31	O=C(COc1ccc(Cl)cc1)NCc1nnc(SCC(=O)N2CCCC2)o1
    -3, -2, -13, 3, -0.4, 5, -5, 0, -2.4
32	CCOC(=O)C(O)(CCC(O)(C(=O)OCC)C(=O)OCC)C(=O)OCC
    -3, 0, -36, 1, 0.3, 14, -7, 2, nt
33	COC(=O)c1cn(C(=O)/C=C/c2ccc(OC)c(OC)c2)c2ccccc12
    0, 6, -8, -1, 0.1, 5, -1, 1, 0.54
34	CCCn1c(SCC(=O)Nc2ccc(C)c(S(=O)(=O)N3CCOCC3)c2)n[nH]c1=O
    -3, -4, -20, -5, 0.2, 8, 8, 0, 0.48
35	COc1ccc(C2Nc3ccccc3C(=O)N2C2CCCCC2)cc1 (stereo not drawn)
    3, 4, -40, nt, 0.0, 4, -3, -1, 0.28
36	O=C(NCc1nnc(SCC(=O)N2CCCc3ccccc32)o1)c1c(F)cccc1Cl
    -3, 6, -38, 11, 0.6, 5, -4, -1, 0.088
37	CCCCNC(=O)c1ccccc1NC(=O)CN(c1ccccc1)S(=O)(=O)N(C)C
    2, -5, 1, 2, -1.1, 13, -19, 5, 0.14
38	CCSc1c(C(=O)NC)ccc2c1C(=O)c1ccccc1C2=O
    -2, -1, -26[20 µM], 0, 0.4, 11, 13, -1, -0.13
39	CCOC1=NC(C(=O)O)c2ccccc2/C(=C(/C)Cl)N1 (stereo not drawn)
    -4, 0, -13, -1, 1.2, 1, -5, 4, nt
40	Cc1cc(=O)n2[nH]c(SCc3ccccc3)nc2n1
    3, -2, -7[20 µM], -1, 0.2, 14, 8, 0, -2.9
41	COc1ccc(Cl)cc1N=Cc1c(O)cc(C)oc1=O
    nt, 3, -18[20 µM], nt, 0.4, nt, nt, -2, nt
42	COc1ccc(C)cc1NC(=O)NCc1ccc(F)cc1
    -2, 3, -18, 5, 0.9, 8, -5, -3, -0.84
43	O=C(Nc1cccc(S(=O)(=O)NC2=NCCC2)c1)c1cc(-c2ccco2)nc2ccccc12
    3, 5, -15, -3, 3.2*, 5, -7, 5, nt
44	CSc1ccc(CNc2ccc(C)c(C)c2)cc1
    -5, -6, -44[20 µM], -2, 1.8, 9, -2, 2, 0.33
45	CCOC(=O)c1ccc(N2C(=O)C(O)=C(C(C)=O)C2c2ccccc2)cc1 (stereo not drawn)
    10, 6, -7[20 µM], 4, 0.4, 10, -2, -1, -1
46	Cc1cccc(C)c1NC(=S)NNc1ncc(C(F)(F)F)cc1Cl
    -5, 1, -14[20 µM], -5, 0.4, 12, -120, 2, 1.3
47	CC1CN(S(=O)(=O)c2cccc(C(=O)OCC(=O)c3cccs3)c2)CC(C)O1 (stereo not drawn)
    1, -1, -15[20 µM], -1, -0.4, 7, -8, 1, nt
48	COc1ccc(-c2nc3ccccc3c(=O)n2CCOc2cc(C)ccc2C)cc1
    12, 2, -11, -1, 0.3, 7, -9, -2, 0.23
49	N#Cc1ccc(CSc2nnc(-c3ccncc3)n2CCc2ccccc2)cc1
    -4, -2, -21, -4, -1.3, 8, 10, -1, 0.2
50	COc1ccccc1/C=N/n1c(C)nnc1-n1nc(C)cc1C
    3, -6, -10[20 µM], -6, 0.2, 15, -8, 7, -0.39

# Compounds above that have an aryl methoxy group (11):
# Under each structure: FXIa inh 1536, p97 ATPase inh, Furin inh, Thrombin inh, PERK inh, FXIIa inh, hK5 inh, Wee1 degr inh, KCC2 mod
2	COc1ccc(CNC(=O)C(C)N2C(=O)COc3ccc(C)cc32)c(OC)c1 (stereo not drawn)
    1, -1, -17, 5, 0.7, 16, 0, 0, -0.96
9	COc1ccc(CC(=S)N2CCOCC2)cc1F
    -7, -5, -7, -2, 0.0, 1, -16, -2, 0.19
12	COc1ccc(C2C(C(=O)Nc3cc(OC)c(OC)c(OC)c3)c3ccccc3C(=O)N2C)cc1 (stereo not drawn)
    -1, 8, -23, -9, 0.2, 3, -4, 8, nt
19	COc1cc(Cl)cc(C(=O)O)c1OCC(=O)O
    2, 3, -18, 1, 1.3, 6, -1, 0, -0.82
27	CCN(CC)S(=O)(=O)c1ccc2c(c1)nc(SCC(N)=O)n2-c1ccc(OC)cc1
    4, 2, -2[20 µM], 3, -1.7, 17, 0, 0, -0.51
33	COC(=O)c1cn(C(=O)/C=C/c2ccc(OC)c(OC)c2)c2ccccc12
    0, 6, -8, -1, 0.1, 5, -1, 1, 0.54
35	COc1ccc(C2Nc3ccccc3C(=O)N2C2CCCCC2)cc1 (stereo not drawn)
    3, 4, -40, nt, 0.0, 4, -3, -1, 0.28
41	COc1ccc(Cl)cc1N=Cc1c(O)cc(C)oc1=O
    nt, 3, -18[20 µM], nt, 0.4, nt, nt, -2, nt
42	COc1ccc(C)cc1NC(=O)NCc1ccc(F)cc1
    -2, 3, -18, 5, 0.9, 8, -5, -3, -0.84
48	COc1ccc(-c2nc3ccccc3c(=O)n2CCOc2cc(C)ccc2C)cc1
    12, 2, -11, -1, 0.3, 7, -9, -2, 0.23
50	COc1ccccc1/C=N/n1c(C)nnc1-n1nc(C)cc1C
    3, -6, -10[20 µM], -6, 0.2, 15, -8, 7, -0.39

# Screening data deposited in PubChem by several laboratories.
